# PGE2 EP2 inh: blocks the human prostaglandin E2 receptor EP2 | C6 glioma cells expressing human EP2, cAMP TR-FRET; cells stimulated with saturating PGE2 | inhibition, % at 25 µM | 0.52% of 260,000 active | AID 1422;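 active means percent inhibition above 40 after rounding to a whole number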;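 further: rat C6 glioma host cells with rolipram phosphodiesterase inhibitor present; the protocol text gives 20 µM as final concentration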
# EP2 mod: modulators of human EP2 prostaglandin E2 receptor; AID 940; 0.83% of 260,000 active; P43116; induction, % at 25 µM; EP2-expressing cells, cAMP HTRF FRET, PGE2 co-stimulation;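 active means compounds whose cAMP rise, as percent of the full-agonist control response, exceeds 60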;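 further: rat C6 glioma line stably carrying human EP2 under a CMV promoter; the protocol text gives 20 µM as final concentration; 100% = response of wells given 1 µM PGE2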
# S1P4 antag: human S1P4 receptor antagonism; O95977; S1P4-expressing cells, antagonist mode, reporter read-out; inhibition, % at 4.98 µM; 0.26% of 220,000 active; in the data active means inhibition above about 29%;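 further: 0% = wells stimulated with agonist and 100% = vehicle wells without agonist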
# NPY-Y1 antag: blocks the human neuropeptide Y Y1 receptor | HEK293-CNG Y1 cells, membrane potential fluorescence; NPY at EC95, then isoproterenol | 1% of 200,000 active | inhibition, % at 3.6 µM;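 active means inhibition above the campaign mean inhibition of all tested compounds plus 3 SD, cut at about 20% in these data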;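 further: 0% = DMSO wells given NPY plus isoproterenol and 100% = isoproterenol alone without NPY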
#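 material = HEK293 cells with Y1 receptor plus CNG channel | also added = NPY 25 nM then isoproterenol 1 µM plus Ro 20-1724 25 µM | schedule = dye 3 h, compound 60 min room temperature, stimulation 45 min | measured by = membrane potential fluorescence | benchmarks = high control isoproterenol alone, low control NPY with isoproterenol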
# S1P4 agonist: human S1P4 receptor agonism; S1P4-expressing cell line, agonist reporter assay; 0.35% of 220,000 active; AID 1509; activation, % at 4.98 µM; O95977; in the data active means activation above about 11%;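 further: 0% = DMSO vehicle and 100% = reference agonist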
# p97 inhibitor: inhibitors of human p97 ATPase; 0.42% of 220,000 active; recombinant p97 ATPase, Kinase-Glo ATP luminescence, 3 h; P55072; inhibition, % at 8 µM; in the data active means inhibition above about 15%;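 further: 0% = DMSO vehicle and 100% = wells lacking enzyme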
# NPY-Y2 PAM-ag: human NPY-Y2 potentiation or agonism, primary screen. P49146. cells expressing NPY-Y2, potentiator/agonist read-out. activation, % at 3.6 µM. 0.45% of 220,000 active. AID 1359; in the data active means activation above about 27%;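 further: cells stimulated with NPY near EC25 plus isoproterenol at EC100; 0% = vehicle plus submaximal agonist and 100% = vehicle plus saturating agonist; some results beyond the cut were filed as inactive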
# NPY1 pot ag: potentiators or agonists of human neuropeptide Y receptor Y1. 0.37% of 220,000 active. activation, % at 3.6 µM. P25929. NPY-Y1 expressing cells, potentiator/agonist activation; in the data active means activation above about 33%, passing the limit was not always enough;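 further: cells stimulated with NPY at EC10 then isoproterenol at EC100; 0% = low agonist plus stimulus and 100% = saturating agonist plus stimulus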
# eIF4E-4G inh: blocks eIF4E binding to eIF4G. TR-FRET eIF4E-eIF4GI(517-606) binding, 2 h. inhibition, % at 21.7 µM. 0.37% of 220,000 active;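 active means inhibition above about 30%, limit read from the data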;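 further: 0% = full FRET control wells and 100% = background wells lacking eIF4GI fragment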
# Target sequence (P63073 whole entry, looked up, the tested form may be a part): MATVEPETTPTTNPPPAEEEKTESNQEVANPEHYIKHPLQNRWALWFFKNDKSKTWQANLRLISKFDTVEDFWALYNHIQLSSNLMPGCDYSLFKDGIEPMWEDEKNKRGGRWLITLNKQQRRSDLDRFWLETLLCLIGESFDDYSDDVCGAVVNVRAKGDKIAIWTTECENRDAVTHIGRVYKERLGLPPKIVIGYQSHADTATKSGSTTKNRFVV
# Target sequence (Q04637 whole entry, looked up, the tested form may be a part): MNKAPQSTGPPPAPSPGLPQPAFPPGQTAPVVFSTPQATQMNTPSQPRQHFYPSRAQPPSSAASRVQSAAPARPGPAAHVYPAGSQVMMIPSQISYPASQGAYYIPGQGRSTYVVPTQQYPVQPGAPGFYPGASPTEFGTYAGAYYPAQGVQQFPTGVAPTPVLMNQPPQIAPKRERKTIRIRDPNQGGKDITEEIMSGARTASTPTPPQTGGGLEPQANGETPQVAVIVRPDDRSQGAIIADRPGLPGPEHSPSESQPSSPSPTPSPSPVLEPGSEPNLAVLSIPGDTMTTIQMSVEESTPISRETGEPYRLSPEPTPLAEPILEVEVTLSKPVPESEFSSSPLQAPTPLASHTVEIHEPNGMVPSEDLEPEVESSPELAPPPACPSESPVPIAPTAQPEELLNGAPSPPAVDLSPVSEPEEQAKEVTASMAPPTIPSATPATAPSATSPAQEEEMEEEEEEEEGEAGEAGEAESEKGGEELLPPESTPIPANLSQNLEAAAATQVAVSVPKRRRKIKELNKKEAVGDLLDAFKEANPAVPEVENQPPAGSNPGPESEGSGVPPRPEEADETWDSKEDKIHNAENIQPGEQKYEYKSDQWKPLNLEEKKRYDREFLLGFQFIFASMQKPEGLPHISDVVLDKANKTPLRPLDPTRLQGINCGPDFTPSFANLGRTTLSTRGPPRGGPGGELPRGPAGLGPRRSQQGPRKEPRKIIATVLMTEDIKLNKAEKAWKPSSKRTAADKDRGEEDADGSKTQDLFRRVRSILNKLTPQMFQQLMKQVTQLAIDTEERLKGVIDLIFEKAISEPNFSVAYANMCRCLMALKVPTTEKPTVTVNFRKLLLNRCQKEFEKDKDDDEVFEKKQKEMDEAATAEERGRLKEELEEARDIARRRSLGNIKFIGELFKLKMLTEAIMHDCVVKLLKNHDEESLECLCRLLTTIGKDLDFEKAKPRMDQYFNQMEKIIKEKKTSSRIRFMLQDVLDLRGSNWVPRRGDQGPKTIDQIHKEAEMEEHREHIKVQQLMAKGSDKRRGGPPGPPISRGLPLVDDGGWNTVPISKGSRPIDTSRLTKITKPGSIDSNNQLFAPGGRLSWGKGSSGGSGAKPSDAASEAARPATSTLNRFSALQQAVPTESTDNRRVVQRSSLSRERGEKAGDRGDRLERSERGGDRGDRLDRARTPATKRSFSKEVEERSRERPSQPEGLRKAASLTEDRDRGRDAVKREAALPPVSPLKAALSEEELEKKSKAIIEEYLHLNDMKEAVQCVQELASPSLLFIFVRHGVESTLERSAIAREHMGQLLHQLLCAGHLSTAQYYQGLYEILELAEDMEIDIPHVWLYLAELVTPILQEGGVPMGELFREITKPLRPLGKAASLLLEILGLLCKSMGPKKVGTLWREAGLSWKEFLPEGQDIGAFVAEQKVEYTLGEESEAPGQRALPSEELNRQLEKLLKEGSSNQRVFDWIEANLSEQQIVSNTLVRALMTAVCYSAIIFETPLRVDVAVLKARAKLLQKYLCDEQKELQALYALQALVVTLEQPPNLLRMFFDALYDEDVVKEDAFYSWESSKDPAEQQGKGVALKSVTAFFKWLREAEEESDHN
# The depositor's hits bear a star; · = no result given; & = joins results of further samples; [ ] = remark or other dose. Some of the compounds tested. The share of hits here may be higher or lower than overall.
SMILES,PGE2 EP2 inh,EP2 mod,S1P4 antag,NPY-Y1 antag,S1P4 agonist,p97 inhibitor,NPY-Y2 PAM-ag,NPY1 pot ag,eIF4E-4G inh
Cc1c(NS(=O)(=O)c2cc(NC(=O)CCN3CCCC(C)C3)ccc2Cl)c(=O)n(-c2ccccc2)n1C (configuration not stated),8,14,-23,1,1.8,-4,7,3,-2
CC(Nc1nc(N2CCN(S(C)(=O)=O)CC2)nc2ccccc12)c1ccccc1 (configuration not stated),4,24,-21,3,0.8,6,-5,-28,1
COc1cc(-c2noc(CCCC(=O)NCc3ccccc3)n2)cc(OC)c1OC,11,-33,-9,4,-1.4,-1,-1,-7,3
CCCCN(C(=O)NC(=O)Nc1ccccc1C)S(C)(=O)=O,4,12,0,-2,-1.5,2,10,2,7
CCn1c(/C=C2\C(=O)Nc3ccccc32)nc2ccccc2c1=O,4,-13,11,0,-0.9,3,7,-16,3
CC(=O)c1c(C)[nH]c(C(=O)Nc2cccc(S(=O)(=O)N3CCOCC3)c2)c1C,15,-4,-12,3,0.5,1,1,-21,9[fluorescence artefact?]
C=CCOC(=O)C1=C(C)OC(N)=C(C#N)C1c1ccccc1F (configuration not stated),12,17,1,5,0.1,-5,2,7,10
CS(=O)(=O)N1CCC(C(=O)Nc2ccc3c(c2)OCCO3)CC1,6,14,-6,-1,0.7,-1,-7,-4,-2
Cc1ccc(C)c2[nH]c(=O)c(CCNC(=O)c3cc4ccccc4o3)cc12,17,-8,-8,8,-0.3,2,7,1,0
CCCS(=O)(=O)N1CCN(C(=O)COc2ccccc2)CC1,4,11,-7,0,1.0,-3,-14,-8,14
COc1ccc(C)cc1-n1nnnc1SCC(=O)N1CCC(C(=O)Nc2nccs2)CC1,9,8,1,6,-2.4,-6,1,-12,6
Cc1cc(C(=O)Nc2cccc([N+](=O)[O-])c2)c(C)o1,14,-44,-5,0,-0.5,0,21,-1,-2
CC(C)(C)OC(=O)C(Cc1ccc(OC(C)(C)C)cc1)NC(=O)CNC(=O)CNC(=O)OCc1ccccc1 (configuration not stated),9,10,-5,0,4.9,-3,12,0,3
O=C(NC1CCCCNC1=O)c1ccc(Cl)cc1 (configuration not stated),5,33,-3,-1,-0.7,3,1,9,3
Cc1ccc(NS(=O)(=O)c2ccc(Br)cc2)nc1,4,8,-8,7,-0.2,0,-6,-3,5
CCc1ccc(C2CC(c3ccccc3C)n3nc(N)nc3N2)cc1 (configuration not stated),3,-4,-12,9,-1.0,1,-2,-5,-2
O=C1C(=Cc2ccc(Br)o2)C(=O)c2ccccc21,8,-81,-3,2,-0.3,-1,-1,-5,38*[fluorescence artefact?]
CCCCN(CC)CCCNC(=S)Nc1ccc2nc(N3CCN(CC)CC3)cc(C)c2c1,4,-39,-8,2,0.4,-7,-4,-13,2
CCOc1cc(/C=C2\SC(=N)N(c3nccs3)C2=O)ccc1OCCN1CCOCC1,13,-2,6,3,0.2,3,7,-6,6[fluorescence artefact?]
O=C(Nc1ccc2c(c1)Cc1ccccc1-2)c1cc2ccccc2o1,21,·,0,4,-2.4,-3,-7,-25,·
Cc1cccc(N=C2NC(=O)S/C2=C\c2ccco2)c1,6,7,1,7,-0.3,1,0,7,5
CCC(=O)Oc1c(-c2ccccc2)c2nc3ccccc3nc2c2ccccc12,·,·,-4,-2,1.3,0,-1,-14,·
CCCCN=C1NN=C(c2ccc(C)c(C)c2)CS1,10,-19,7,2,-1.0,-1,8,1,-3
CN(C)c1cccc(C(=O)NCc2ccccc2Cl)c1,2,-17,-1,9,-0.8,-4,-4,1,0
COc1cc(/C=N/NC(=O)C2=NNC(=O)C2C)ccc1O (configuration not stated),9,9,-1,·,1.8,2,-13,1,-7
O=C(C1CCN(Cc2cn[nH]c2-c2ccc(F)cc2F)CC1)N1CCOCC1,1,1,8,0,-0.9,3,-16,6,-1
CCc1cccc2c(C(=O)CN3C(=O)NC(C)(c4cccc5ccccc45)C3=O)c[nH]c12 (configuration not stated),8,-23,-11,-13,0.2,7,37*,43*,-4
O=C(NC(=S)Nc1ccccn1)c1cccc([N+](=O)[O-])c1,4,-18,-8,·,0.3,3,14,7,-2
O=C(NCCCn1ccnc1)Nc1cccc(Cl)c1,5,-11,-4,0,-1.3,0,-13,8,4
O=C(/C=C/c1ccc(OCCCF)cc1)Nc1ccnc(-c2cccnc2)n1,10,-36,-14,-3,-0.7,0,-11,-2,-7

# Given bar-delimited: part of the list above
Compound | PGE2 EP2 inh | EP2 mod | S1P4 antag | NPY-Y1 antag | S1P4 agonist | p97 inhibitor | NPY-Y2 PAM-ag | NPY1 pot ag | eIF4E-4G inh
O=C(NC1CCCCNC1=O)c1ccc(Cl)cc1 (configuration not stated) | 5 | 33 | -3 | -1 | -0.7 | 3 | 1 | 9 | 3
Cc1ccc(NS(=O)(=O)c2ccc(Br)cc2)nc1 | 4 | 8 | -8 | 7 | -0.2 | 0 | -6 | -3 | 5
CCc1ccc(C2CC(c3ccccc3C)n3nc(N)nc3N2)cc1 (configuration not stated) | 3 | -4 | -12 | 9 | -1.0 | 1 | -2 | -5 | -2
O=C1C(=Cc2ccc(Br)o2)C(=O)c2ccccc21 | 8 | -81 | -3 | 2 | -0.3 | -1 | -1 | -5 | 38*[fluorescence artefact?]
CCCCN(CC)CCCNC(=S)Nc1ccc2nc(N3CCN(CC)CC3)cc(C)c2c1 | 4 | -39 | -8 | 2 | 0.4 | -7 | -4 | -13 | 2
CCOc1cc(/C=C2\SC(=N)N(c3nccs3)C2=O)ccc1OCCN1CCOCC1 | 13 | -2 | 6 | 3 | 0.2 | 3 | 7 | -6 | 6[fluorescence artefact?]
O=C(Nc1ccc2c(c1)Cc1ccccc1-2)c1cc2ccccc2o1 | 21 | · | 0 | 4 | -2.4 | -3 | -7 | -25 | ·
Cc1cccc(N=C2NC(=O)S/C2=C\c2ccco2)c1 | 6 | 7 | 1 | 7 | -0.3 | 1 | 0 | 7 | 5
CCC(=O)Oc1c(-c2ccccc2)c2nc3ccccc3nc2c2ccccc12 | · | · | -4 | -2 | 1.3 | 0 | -1 | -14 | ·
CCCCN=C1NN=C(c2ccc(C)c(C)c2)CS1 | 10 | -19 | 7 | 2 | -1.0 | -1 | 8 | 1 | -3
CN(C)c1cccc(C(=O)NCc2ccccc2Cl)c1 | 2 | -17 | -1 | 9 | -0.8 | -4 | -4 | 1 | 0
COc1cc(/C=N/NC(=O)C2=NNC(=O)C2C)ccc1O (configuration not stated) | 9 | 9 | -1 | · | 1.8 | 2 | -13 | 1 | -7
O=C(C1CCN(Cc2cn[nH]c2-c2ccc(F)cc2F)CC1)N1CCOCC1 | 1 | 1 | 8 | 0 | -0.9 | 3 | -16 | 6 | -1
CCc1cccc2c(C(=O)CN3C(=O)NC(C)(c4cccc5ccccc45)C3=O)c[nH]c12 (configuration not stated) | 8 | -23 | -11 | -13 | 0.2 | 7 | 37* | 43* | -4

# The list goes on.
SMILES,PGE2 EP2 inh,EP2 mod,S1P4 antag,NPY-Y1 antag,S1P4 agonist,p97 inhibitor,NPY-Y2 PAM-ag,NPY1 pot ag,eIF4E-4G inh
Nc1nc(CSC(=S)N2CCN(c3ccccc3)CC2)nc(Nc2ccc(F)cc2)n1,4,-74,-6,-4,2.5,3,1,11,-3[fluorescence artefact?]
Cc1cc(C)cc(-n2nnn(C3C/C(=N/NC(N)=S)C4OCC3O4)c2=S)c1 (configuration not stated),5,-1,0,0,0.5,-3,4,-12,-2
N#Cc1cnn(-c2ccccc2)c1N,0,20,-16,6,1.2,-2,4,3,-2[fluorescence artefact?]
CC1=Nn2c(nnc2-c2ccccn2)SC1,4,1,2,2,0.9,5,4,8,-3
Cc1ccccc1NC(=O)N1CCN(C/C=C/c2ccccc2)CC1,4,-20,-11,2,0.1,1,-6,-18,3
CCOC(=O)N1CCN(C(=O)C(NC(=O)C2CCC(C)CC2)C(C)C)CC1 (configuration not stated),9,11,-11,0,1.3,-4,-6,-3,0[fluorescence artefact?]
CC(C)c1ccc(C(=O)NCc2ccc(Cl)cc2)cc1,5,-33,-4,4,-2.0,2,2,-9,31*[fluorescence artefact?]
CCOP(=O)(OCC)C(NC(=O)Nc1ccccc1)c1ccccc1 (configuration not stated),7,6,-9,3,2.0,8,-12,20,-2[fluorescence artefact?]
O=C(NCCN=C1NS(=O)(=O)c2ccccc21)c1ccc2nccnc2c1,5,26,-7,3,1.1,2,4,-5,6
CC1=C(C(=O)Nc2ccc(Cl)cc2)C(c2ccco2)NC(=O)N1 (configuration not stated),6,7,-6,2,-0.5,1,14,10,-14[fluorescence artefact?]
O=c1oc(-c2cccs2)nc2ccccc12,3,20,1,1,-0.3,4,8,19,-16
CCOc1cccc(/C(O)=C2/C(=O)C(=O)N(Cc3ccco3)C2c2ccncc2)c1 (configuration not stated),15,10,-5,3,-1.4,0,-2,14,1
CCOC(=O)c1[nH]c(C)c(CCC(=O)O)c1C,7&9,-5&2,14&-7,1&1,-2.0&-1.1,-5&-1,12&3,-5&-8,5&-7
COc1ccc(NC(=O)c2ccc(Br)o2)cc1,9,-1,11,0,0.8,-8,3,4,1
Cc1onc(NC(=O)CSCC(=O)O)c1Br,10,-7,-3,·,0.0,5,10,3,2
C=CCSc1nnc(-c2nnc(SCC=C)n2CC)n1CC,15,21,-2,15,0.1,3,-3,-3,-4
COC(=O)c1ccc(NC(=O)CN2CCCC2)cc1,4,16,-36,2,1.7,3,0,6,1
Cc1cc(C)n(-c2nnc3c4ccccc4n(C)c3n2)n1,6,30,-6,·,0.2,-1,17,-2,4
CCCCN(C)Cc1c(C)[nH]c2ccccc2c1=O,5,-24,10,-2,-0.3,4,-10,5,-4
S=C(NCCCN1CCOCC1)Nc1cccc(-c2nnc3n2CCCCC3)c1,7,28,-10,1,-0.5,0,-8,-35,-3
CC(C(=O)O)n1ncc2ccccc2c1=O (configuration not stated),7&9,-8&29,-13,·,1.3,4,-10,-5,1
COC(=O)c1c(C)nc2ccccc2c1C(=O)O,·,18,1,-4,0.2,6,2,19,3
N#Cc1cc(Oc2cccnc2)c(Oc2cccnc2)cc1C#N,21,10,-5,-3,-0.3,10,9,2,0[fluorescence artefact?]
Cc1ccc(NN=C2C(=O)OC(C)(C)OC2=O)c(C)c1,5,12,-1,-2,0.3,2,-3,6,-4
Brc1ccccc1-n1nnc(-c2ccnc3ccccc23)n1,10,-34,-2,1,-0.6,4,-8,14,0
O=C(CSc1ccc(-c2ccccn2)nn1)c1ccc(F)cc1,5,-52,1,6,0.3,0,-11,-19,-3
O=C(CSc1nc(-c2ccco2)cc(C(F)(F)F)n1)Nc1ccccc1C(F)(F)F,7,-63,2,7,0.1,3,-13,-11,5
CCOC(=O)CNC(=O)c1ccc(Br)s1,3,1,-15,·,-1.4,3,2,14,-6
O=C(c1ccc(S(=O)(=O)N2CCCC2)cc1)N1CCN(Cc2ccc3c(c2)OCO3)CC1,14,11,-17,3,-0.2,-4,-4,-19,-6
CNS(=O)(=O)c1cccc(C(=O)OCC(=O)C23CC4CC(CC(C4)C2)C3)c1,12,5,9,1,-1.2,-3,-4,8,5[fluorescence artefact?]
CCN(CC)c1ccc(-n2cc3c(=O)n(C)c(=O)n(C)c3c2)cc1,19,-4,-2,-3,-0.6,-4,-1,17,6[fluorescence artefact?]
COc1ccc(C(=O)/C=C/Nc2ccc([N+](=O)[O-])cc2C)cc1OC,12,-33,-8,3,-1.5,-5,0,-14,-5
N=C1CCCN1c1ccccc1O,6,34,-21,·,0.2,9,-7,3,0
CCNC(=S)N/N=C/c1cn(Cc2ccc(F)cc2)c2ccccc12,6,17,5,7,-1.4,-4,0,-11,2

# High-throughput results (PubChem)
